EWS-Fli inh = blocks EWS/Fli oncoprotein-driven transcription | A673 NR0B1-luciferase reporter, viability-normalised | inhibition, % at 12.6 µM | 0.67% of 350,000 active | AID 651661;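 active = mean inhibition of at least 50% after viability correction, with every replicate also passing that limit; inconclusive = mean reaches 50% but only one of two replicates passes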;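 also: firefly luciferase signal divided by Alamar Blue viability fluorescence both relative to DMSO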
PAX8 reporter = lowers PAX8-driven luciferase in RMG-I cells | RMG-I TPO-luciferase reporter, SteadyGlo, 24 h | inhibition, % at 12.6 µM | 1.2% of 360,000 active;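 active = mean replicate inhibition at least 60% with every replicate also reaching 60%; inconclusive = only one of the two criteria is met; inactive = mean below 60% and not all replicates reaching 60%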;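 also: luciferase light reporting Pax8 driven TPO promoter activity; plate controls were median of neutral control wells for no effect and mitoxantrone controls for full effect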
ARNT TACC3 PPI = ARNT/TACC3 interaction disruption | AlphaScreen His-ARNT PAS-B/GST-TACC3 binding, luminescence; TACC3 fragment carries E629A point mutation | inhibition, % at 9.99 µM | 0.66% of 390,000 active | AID 623870;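 active = mean inhibition of replicates at least 50% and at least half of replicates each reaching 50%; inconclusive = half or more replicates reach 50% but mean below 50%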;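 also: 0% = complete ARNT plus TACC3 wells and 100% = ARNT alone without TACC3; many hits fall short of the cut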
DENV2 CPE rescue = DENV2-induced cell death inhibition; DENV2-infected cells, cytopathic effect rescue, plate reader; CPE inhibition, % at 9.99 µM; 1.7% of 350,000 active; AID 651640; in the data active = CPE inhibition above about 20%, passing the limit was not always enough; inconclusive = no clear call, values can overlap the other calls; tested in BHK-21 cells;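 also: 0% = median of neutral control wells and 100% = median of positive control wells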
SIRT5 inh = sirtuin-5 (human) deacylase inhibition | Purified SirT5, succinyl-peptide AMC, trypsin-coupled fluorescence | inhibition, % at 15 µM | 1.1% of 330,000 active; in the data active = inhibition above about 15%; inconclusive = no clear call, values can overlap the other calls
Target sequence (Q9NXA8 whole entry, looked up): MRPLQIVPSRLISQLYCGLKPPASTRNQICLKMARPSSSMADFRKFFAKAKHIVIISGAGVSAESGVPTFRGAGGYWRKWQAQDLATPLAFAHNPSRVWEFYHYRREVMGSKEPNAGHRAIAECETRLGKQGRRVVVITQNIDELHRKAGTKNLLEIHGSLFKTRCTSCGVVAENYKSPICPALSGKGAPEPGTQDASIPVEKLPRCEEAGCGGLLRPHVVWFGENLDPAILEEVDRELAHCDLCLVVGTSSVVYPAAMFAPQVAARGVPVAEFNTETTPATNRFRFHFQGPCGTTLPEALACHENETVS
CASP6 VEID inh = blocks human caspase-6 cleavage activity | inhibition, % at 12.5 µM | 0.53% of 350,000 active | AID 686996 | P55212 | purified caspase-6, Z-VEID-R110 cleavage fluorescence;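 active = mean inhibition across replicates at least about 35%, with every replicate also reaching that limit, limit read from the data; inconclusive = only one of the two criteria met; inactive = neither criterion met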;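 also: 0% = median of neutral control wells and 100% = no fluorescence left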
Target sequence (P55212 24-179 limits assumed): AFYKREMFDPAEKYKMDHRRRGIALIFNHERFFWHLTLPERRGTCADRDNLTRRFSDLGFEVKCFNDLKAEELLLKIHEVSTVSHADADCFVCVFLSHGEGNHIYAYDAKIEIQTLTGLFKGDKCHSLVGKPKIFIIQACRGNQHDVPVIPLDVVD
Target sequence (P55212 194-293 limits assumed): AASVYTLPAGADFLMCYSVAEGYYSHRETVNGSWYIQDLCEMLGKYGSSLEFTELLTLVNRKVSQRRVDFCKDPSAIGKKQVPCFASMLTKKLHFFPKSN
LGR2 antag = blocks bursicon-induced cAMP signaling via Drosophila LGR2; HEK293 LGR2, CRE-luciferase, bursicon-stimulated, 4 h; inhibition, % at 9.99 µM; 0.35% of 380,000 active; AID 720647;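 active = drop in luminescence signal, shown as inhibition above about 50% in the replicate tests, limit read from the data, passing the limit was not always enough; inconclusive = probably only some replicates passing the limit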;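 also: agonist challenge used bursicon conditioned medium at about half maximal strength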
* marks the source's active call; other numbers are inactive results.

Results for C[C@@H]1CCCCO[C@@H](CN(C)S(=O)(=O)c2ccccc2)[C@H](C)CN([C@@H](C)CO)C(=O)c2cc(NS(=O)(=O)c3cn(C)cn3)ccc2O1 ?
EWS-Fli inh: -1; PAX8 reporter: 0; ARNT TACC3 PPI: 7; DENV2 CPE rescue: 0; SIRT5 inh: -4; CASP6 VEID inh: 1; LGR2 antag: 5

What do the screens show for `COC(=O)c1ccc(N2CCOCC2)c(NC(=O)c2ccc3c(c2)OCO3)c1`?
EWS-Fli inh: -1; PAX8 reporter: -25; ARNT TACC3 PPI: -2; DENV2 CPE rescue: -4; SIRT5 inh: -4; LGR2 antag: 24

What do the screens show for `COc1cc(/C=N/n2nnnc2N)ccc1OC(C)C`?
EWS-Fli inh: 0; PAX8 reporter: -12; ARNT TACC3 PPI: -12; DENV2 CPE rescue: -2; SIRT5 inh: 1; CASP6 VEID inh: 0; LGR2 antag: -8

What do the screens show for `O=[N+]([O-])c1cccc(S(=O)(=O)c2ccc(NCCOCCO)c([N+](=O)[O-])c2)c1`?
EWS-Fli inh: 3; PAX8 reporter: 13; ARNT TACC3 PPI: 2; DENV2 CPE rescue: -5; SIRT5 inh: 0; CASP6 VEID inh: -1; LGR2 antag: -6

How did COC(=O)c1cc(NC2c3ccccc3C(=O)N2c2cccnc2)cc(C(=O)OC)c1 (centres undefined) do in these assays?
EWS-Fli inh: -1; PAX8 reporter: 7; ARNT TACC3 PPI: 0; DENV2 CPE rescue: inconclusive; SIRT5 inh: 4; CASP6 VEID inh: 1; LGR2 antag: -10

What do the screens show for `C/C(CCc1oc2ccc(Br)cc2c1-c1ccc(C)o1)=N/O`?
PAX8 reporter: 7; ARNT TACC3 PPI: 8; LGR2 antag: -1

What do the screens show for `CCc1nc2c(OCc3ccc(F)cc3)cccn2c1N(C)C(=O)COc1ccccc1`?
EWS-Fli inh: 3; PAX8 reporter: -22; DENV2 CPE rescue: -11; SIRT5 inh: 2; CASP6 VEID inh: 6; LGR2 antag: -5

What do the screens show for `O=C(NCC1CCCO1)c1onc(CSc2ccc(Cl)cc2)c1C(=O)O` (centres undefined)?
EWS-Fli inh: -5; PAX8 reporter: -14; ARNT TACC3 PPI: -7; LGR2 antag: 2

How did CCOc1ccccc1-c1nc(CN(Cc2cnn(C)c2)C(C)C)c(C)o1 do in these assays?
EWS-Fli inh: 8; PAX8 reporter: 24; ARNT TACC3 PPI: -3; DENV2 CPE rescue: -1; SIRT5 inh: -1; CASP6 VEID inh: 5; LGR2 antag: 19

Results for Cc1c(NC(=S)NC(=O)c2ccc(-c3ccc(Cl)cc3)o2)cccc1C(=O)O ?
EWS-Fli inh: -16; PAX8 reporter: -9; ARNT TACC3 PPI: 4; DENV2 CPE rescue: 2; SIRT5 inh: 6; CASP6 VEID inh: 3; LGR2 antag: -24

What do the screens show for `COc1ccc(N2C(=O)C(CC(=O)Nc3ccc(F)cc3)N(CCc3cccs3)C2=O)cc1` (centres undefined)?
PAX8 reporter: -5; ARNT TACC3 PPI: -4; LGR2 antag: 13

Results for COc1ccc(S(=O)(=O)N[C@@H]2C=C[C@H](CC(=O)N3CCC(Cc4ccccc4)CC3)O[C@@H]2CO)cc1 ?
EWS-Fli inh: 13; PAX8 reporter: 16; DENV2 CPE rescue: -3; SIRT5 inh: 4; CASP6 VEID inh: 1; LGR2 antag: 21

Results for CS(=O)(=O)N(CC(=O)N1CCCC1)c1cc(C(F)(F)F)ccc1Cl ?
EWS-Fli inh: 6; PAX8 reporter: 22; ARNT TACC3 PPI: 4; DENV2 CPE rescue: 1; SIRT5 inh: -1; CASP6 VEID inh: -1; LGR2 antag: 8

Results for CC(CCc1ccccc1)NC(=O)c1nnc(Cc2ccc(F)cc2)o1 (centres undefined) ?
EWS-Fli inh: 2; PAX8 reporter: 9; ARNT TACC3 PPI: 0; DENV2 CPE rescue: -2; CASP6 VEID inh: -7; LGR2 antag: -1

Results for CN(C)S(=O)(=O)c1ccc(Cl)c(NC(=O)COC(=O)/C=C/c2ccco2)c1 ?
EWS-Fli inh: 12; PAX8 reporter: 11; DENV2 CPE rescue: 12; SIRT5 inh: 0; CASP6 VEID inh: 17; LGR2 antag: -29

How did COCc1[nH]nc2c1C(c1ccccc1)NC2=O (centres undefined) do in these assays?
EWS-Fli inh: -11; PAX8 reporter: -25; DENV2 CPE rescue: -2; CASP6 VEID inh: -6; LGR2 antag: -16

Results for CN(C)C(=O)C[C@H]1CC[C@H]2[C@@H](COc3ccc(NS(=O)(=O)c4cccc(F)c4)cc3C(=O)N2C)O1 ?
EWS-Fli inh: 2; PAX8 reporter: 9; ARNT TACC3 PPI: 6; DENV2 CPE rescue: 11; SIRT5 inh: -2; CASP6 VEID inh: -2; LGR2 antag: -2

Results for CCc1ccc(CNC(=O)c2ccc3c(c2)NC(=O)C(N2CCOCC2)S3)cc1 (centres undefined) ?
EWS-Fli inh: 7; PAX8 reporter: 20; ARNT TACC3 PPI: 28; DENV2 CPE rescue: -5; SIRT5 inh: 5; CASP6 VEID inh: 6; LGR2 antag: -3

Results for CC(C)C#Cc1ccc2c(c1)O[C@@H](CN(C)S(=O)(=O)c1cn(C)cn1)[C@H](C)CN([C@H](C)CO)S2(=O)=O ?
EWS-Fli inh: 8; PAX8 reporter: -25; ARNT TACC3 PPI: -7; DENV2 CPE rescue: 5; SIRT5 inh: -8; CASP6 VEID inh: 1; LGR2 antag: -20

What do the screens show for `CCn1cc([N+](=O)[O-])c(C(=O)Nc2nc3ccc(OC)cc3s2)n1`?
EWS-Fli inh: -25; PAX8 reporter: -48; DENV2 CPE rescue: 0; CASP6 VEID inh: 8; LGR2 antag: -2

How did O=C(Cc1ccc(NC(=O)C2CCCN(C(=O)c3ccccc3)C2)cc1)Nc1cccc(C(=O)N2CCCCC2)c1 (centres undefined) do in these assays?
EWS-Fli inh: 12; PAX8 reporter: -1; DENV2 CPE rescue: -7; SIRT5 inh: 2; CASP6 VEID inh: 2; LGR2 antag: 4

How did COC(=O)C1=C(C)N(CCc2c[nH]c3ccccc23)C(=O)C1 do in these assays?
EWS-Fli inh: -1; PAX8 reporter: 12; ARNT TACC3 PPI: 14; DENV2 CPE rescue: 0; SIRT5 inh: 0; CASP6 VEID inh: 4; LGR2 antag: 24

What do the screens show for `COc1ccc(C(=O)Nc2ccc3cn[nH]c3c2)c(OC)c1`?
EWS-Fli inh: -15; PAX8 reporter: 1; ARNT TACC3 PPI: -5; DENV2 CPE rescue: -3; SIRT5 inh: 0; CASP6 VEID inh: -3; LGR2 antag: -35

What do the screens show for `O=C(CSc1ccc2nnc(-c3ccc(Cl)cc3)n2n1)N1CCc2ccccc21`?
EWS-Fli inh: 2; PAX8 reporter: 2; ARNT TACC3 PPI: -7; DENV2 CPE rescue: -5; SIRT5 inh: 0; CASP6 VEID inh: 1; LGR2 antag: -40

What do the screens show for `CO[C@H]1CN(C)C(=O)c2cc(NC(=O)C3CCOCC3)ccc2OC[C@@H](C)NC[C@@H]1C`?
EWS-Fli inh: 1; PAX8 reporter: -7; ARNT TACC3 PPI: -5; DENV2 CPE rescue: -9; SIRT5 inh: 0; CASP6 VEID inh: 0; LGR2 antag: -1

What do the screens show for `CCCC#Cc1ccc2c(c1)O[C@@H](CN(C)C(=O)NC(C)C)[C@@H](C)CN([C@@H](C)CO)S2(=O)=O`?
EWS-Fli inh: -3; ARNT TACC3 PPI: 3; DENV2 CPE rescue: -7; SIRT5 inh: 1; CASP6 VEID inh: 0; LGR2 antag: 27

How did O=C(Nc1ccc(S(=O)(=O)Nc2ncccn2)cc1)c1ccc2ncsc2c1 do in these assays?
EWS-Fli inh: -2; PAX8 reporter: -1; ARNT TACC3 PPI: -12; DENV2 CPE rescue: 16; SIRT5 inh: 2; CASP6 VEID inh: 28; LGR2 antag: 3

Results for CN(CC(=O)Nc1cccc(F)c1)C(=O)c1cc([N+](=O)[O-])ccc1N1CCOCC1 ?
EWS-Fli inh: 4; ARNT TACC3 PPI: 4; DENV2 CPE rescue: -2; SIRT5 inh: 2; CASP6 VEID inh: 1; LGR2 antag: 10

How did COc1ccc(NC(=S)NCCCN2CCCC2)cc1Cl do in these assays?
EWS-Fli inh: -8; PAX8 reporter: 1; ARNT TACC3 PPI: 1; DENV2 CPE rescue: 8; SIRT5 inh: 0; LGR2 antag: 6

How did O=C(c1ccncc1)N1CC(=O)N2[C@H](CO)[C@@H](c3ccc(-c4ccccc4)cc3)[C@@H]2C1 do in these assays?
EWS-Fli inh: -5; PAX8 reporter: -16; DENV2 CPE rescue: 11; SIRT5 inh: 7; CASP6 VEID inh: 1; LGR2 antag: -4

How did COc1cc(NC(=S)N2CCc3ccccc3C2)cc(OC)c1 do in these assays?
EWS-Fli inh: -1; PAX8 reporter: -21; DENV2 CPE rescue: inconclusive; SIRT5 inh: -4; CASP6 VEID inh: -3; LGR2 antag: -8

How did CC(C)C(=O)Nc1nc(-c2ccc(S(=O)(=O)N3CCOCC3)cc2)cs1 do in these assays?
EWS-Fli inh: 6; PAX8 reporter: 2; ARNT TACC3 PPI: -1; DENV2 CPE rescue: 1; SIRT5 inh: -4; CASP6 VEID inh: -1; LGR2 antag: -6

What do the screens show for `Cc1ccc(SCC(=O)N2CCC(C(N)=O)CC2)cc1`?
EWS-Fli inh: -10; PAX8 reporter: 10; DENV2 CPE rescue: -2; SIRT5 inh: -1; CASP6 VEID inh: 4; LGR2 antag: 20

Results for Cc1ccc(S(=O)(=O)N(C)C[C@H]2OCCCC[C@H](C)Oc3ccc(NC(=O)NC(C)C)cc3C(=O)N([C@H](C)CO)C[C@@H]2C)cc1 ?
EWS-Fli inh: -13; PAX8 reporter: -30; ARNT TACC3 PPI: -3; DENV2 CPE rescue: 0; SIRT5 inh: 2; CASP6 VEID inh: -1; LGR2 antag: -9

How did CC1CCN(C(=O)CSc2nncn2C)CC1 do in these assays?
ARNT TACC3 PPI: -6; SIRT5 inh: -11; CASP6 VEID inh: -1; LGR2 antag: -15

What do the screens show for `CC(C)C#Cc1cnc2c(c1)C(=O)N([C@H](C)CO)C[C@@H](C)[C@H](CN(C)S(=O)(=O)c1cn(C)cn1)O2`?
EWS-Fli inh: -5; ARNT TACC3 PPI: -10; DENV2 CPE rescue: -11; SIRT5 inh: 7; CASP6 VEID inh: 0; LGR2 antag: -8

What do the screens show for `COc1ccc(NC(=O)C2(S(=O)(=O)c3ccc(C)cc3)CC2)cc1OC`?
EWS-Fli inh: 2; PAX8 reporter: 0; ARNT TACC3 PPI: 4; DENV2 CPE rescue: 7; SIRT5 inh: 3; CASP6 VEID inh: -6; LGR2 antag: -8

Results for O=C(Nc1cccc(F)c1)c1ccc2c(c1)OCCO2 ?
EWS-Fli inh: -96; PAX8 reporter: -170; ARNT TACC3 PPI: -41; DENV2 CPE rescue: -2; SIRT5 inh: -3; LGR2 antag: -69

What do the screens show for `CCc1ccc(N2CN(Cc3ccco3)CNC2=S)cc1`?
EWS-Fli inh: 3; PAX8 reporter: 12; ARNT TACC3 PPI: 6; DENV2 CPE rescue: 0; SIRT5 inh: -1; CASP6 VEID inh: -1

How did CO[C@H]1CN(C)C(=O)c2cc(NC(=O)Cc3ccccc3)ccc2OC[C@@H](C)N(C)C[C@H]1C do in these assays?
EWS-Fli inh: -2; PAX8 reporter: -1; ARNT TACC3 PPI: 0; DENV2 CPE rescue: -11; SIRT5 inh: -1; CASP6 VEID inh: 0; LGR2 antag: 7

What do the screens show for `C[C@H]1CN([C@@H](C)CO)S(=O)(=O)c2ccc(C3=CCCCC3)cc2O[C@@H]1CN(C)C(=O)Cc1ccccc1`?
EWS-Fli inh: 26; ARNT TACC3 PPI: -16; DENV2 CPE rescue: 2; SIRT5 inh: 15*; CASP6 VEID inh: -3; LGR2 antag: 16
